High-throughput results as filed in PubChem.
Diaph act CS: compounds boosting diaphorase resazurin reduction – biochemical, uHTS, resorufin fluorescence, counter-screen for diaphorase-coupled primary assays, primary screen; Diaphorase/resazurin coupled assay, 16 min; hits give high values; 1 = vehicle wells, 0 = NADH-free wells; activation factor at 20 µM; 190,000 compounds, 0.005% hits;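 active = diaphorase activity raised at least twofold by the compound at 20 µM; inactive = activation factor below 2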
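Material: bacterial diaphorase enzyme (C. kluyveri); amount: enzyme 0.07 U/mL final; reagent: NADH substrate 0.114 mM plus resazurin dye 0.1 mM, final; doses: single compound dose of 20 µM, 1% DMSO final; timing: 16 min enzyme reaction, ambient temperature; measured by: fluorescence of resorufin, 544 nm excitation, 590 nm emission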
Redox H2O2 prof: compounds producing H2O2 with reducing agent – biochemical, NIH compound library profiling, artefact control for MLSCN library redox annotation, primary screen; activation, % at 10 µM; DTT-dependent redox cycling H2O2, phenol red/HRP absorbance; 100% = 100 µM peroxide control, 0% = buffer; AID 878, 2007; 200,000 compounds, 0.03% hits;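 active = activation of at least 50% relative to the plate's high and low controls in the primary single-dose screen; inactive = activation below 50%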;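 note: compound incubated with DTT at 0.8 mM final as the reducing agent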
S1P3 antagonist: S1P3 receptor antagonists, primary screen, cell-based | Sphingosine 1-phosphate receptor 3 (Homo sapiens), Q99500 | CHO S1P3 NFAT-BLA reporter, FRET fluorescence, antagonist mode | inhibition, % at 4.98 µM | 170,000 compounds, 0.27% hits;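 active = inhibition above the plate cutoff, the mean inhibition of test wells on that plate plus 3 SD, cut at about 28% in these data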;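 note: cells challenged with S1P at its EC80 of 0.8 µM; blue over green emission ratio from cleaved BLA substrate after 4 h stimulation; 0% = S1P-stimulated wells and 100% = unstimulated DMSO-only wells; some compounds past the cut are filed as inactive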
RAM network inh: inhibitors of the yeast RAM network, primary screen, dse1pr::URA3 reporter, 5-FOA selection | S. cerevisiae dse1pr::URA3 reporter, 5-FOA growth OD615, 2 d; analog-sensitive cbk1-as2 kinase mutant strain | inhibition, % at 50 µM | 190,000 compounds, 1.8% hits;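 active = inhibition above a set limit, 3 SD over mean compound inhibition, cut at about 8.4% in these data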;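 note: 0% = DMSO-only wells with no growth and 100% = 10 µM 1-NA-PP1 full growth; inhibition rescues growth on 5-FOA so higher OD means more RAM inhibition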
PMI act: activators of human PMI, primary screen, biochemical, fluorescence intensity, near-Km mannose 6-phosphate; 190,000 compounds, 0.005% hits; AID 1214, 2008; purified human PMI, coupled resazurin fluorescence, 20 min; hits give high values; 1 = vehicle control, 0 substrate-free wells; activation factor at 20 µM;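 active = activation factor of 2 or more at 20 µM, relative to plate controls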
Hsp70 activator: Hsp70 transcriptional activators, primary screen, cell-based, HeLa, Hsp70 promoter luciferase, luminescence, 10 µM; HeLa Hsp70 promoter luciferase reporter; scaled: vehicle 0, proteasome-inhibitor control 100%; activation, % at 10 µM; AID 1203, 2008; 200,000 compounds, 0.04% hits;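 active = activation above the mean across all tested compounds plus 3 SD, cutoff set per campaign, cut at about 5.5% in these data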;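 note: 100% = MG132 at 30 µM as the positive control and 0% = DMSO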
G6PDH counter: L. mesenteroides G6PDH inhibitors, counter-screen for G6PDH-coupled screening assays, biochemical, Leuconostoc mesenteroides enzyme | glucose-6-phosphate dehydrogenase [Leuconostoc mesenteroides] | Purified L. mesenteroides G6PDH, diaphorase/resazurin coupled fluorescence, 45 min | inhibition, % at 5 µM | 200,000 compounds, 0.12% hits | AID 1020, 2008
Diaph inh CS: diaphorase inhibitors and chemical oxidizers, primary screen, counter-screen for diaphorase-coupled primary assays, biochemical, uHTS, resorufin fluorescence | inhibition, % at 20 µM | diaphorase resazurin-to-resorufin fluorescence, NADH, 16 min; bacterial (C. kluyveri) enzyme, not human | 190,000 compounds, 0.69% hits | AID 1217, 2008;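 active = primary screen inhibition at 20 µM above a set limit, cut at about 50% in these data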;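 note: plate controls were DMSO with full reaction for no effect and wells lacking NADH for full effect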
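Detection: fluorescence of resorufin formed from resazurin, Ex 544/Em 590 nm; test system: Clostridium kluyveri diaphorase enzyme; amount: 0.14 U/mL diaphorase, enzyme working solution; times: 16-min room-temperature incubation before reading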
TLR4-MyD88 BLA: inhibitors of TLR4-MyD88 association in cells, primary screen, cell-based, HeLa CL3-4, BLA complementation, FRET ratio; AID 861, 2007; HeLa CL3-4 TLR4/MyD88 BLA complementation; inhibition, % at 8.4 µM; 200,000 compounds, 0.18% hits; Toll-like receptor 4 (Homo sapiens) + Myeloid differentiation primary response protein …; in the data active = inhibition above about 25%;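 note: 0% = vehicle and 100% = reference inhibitor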
Target sequence (O00206 whole entry, looked up): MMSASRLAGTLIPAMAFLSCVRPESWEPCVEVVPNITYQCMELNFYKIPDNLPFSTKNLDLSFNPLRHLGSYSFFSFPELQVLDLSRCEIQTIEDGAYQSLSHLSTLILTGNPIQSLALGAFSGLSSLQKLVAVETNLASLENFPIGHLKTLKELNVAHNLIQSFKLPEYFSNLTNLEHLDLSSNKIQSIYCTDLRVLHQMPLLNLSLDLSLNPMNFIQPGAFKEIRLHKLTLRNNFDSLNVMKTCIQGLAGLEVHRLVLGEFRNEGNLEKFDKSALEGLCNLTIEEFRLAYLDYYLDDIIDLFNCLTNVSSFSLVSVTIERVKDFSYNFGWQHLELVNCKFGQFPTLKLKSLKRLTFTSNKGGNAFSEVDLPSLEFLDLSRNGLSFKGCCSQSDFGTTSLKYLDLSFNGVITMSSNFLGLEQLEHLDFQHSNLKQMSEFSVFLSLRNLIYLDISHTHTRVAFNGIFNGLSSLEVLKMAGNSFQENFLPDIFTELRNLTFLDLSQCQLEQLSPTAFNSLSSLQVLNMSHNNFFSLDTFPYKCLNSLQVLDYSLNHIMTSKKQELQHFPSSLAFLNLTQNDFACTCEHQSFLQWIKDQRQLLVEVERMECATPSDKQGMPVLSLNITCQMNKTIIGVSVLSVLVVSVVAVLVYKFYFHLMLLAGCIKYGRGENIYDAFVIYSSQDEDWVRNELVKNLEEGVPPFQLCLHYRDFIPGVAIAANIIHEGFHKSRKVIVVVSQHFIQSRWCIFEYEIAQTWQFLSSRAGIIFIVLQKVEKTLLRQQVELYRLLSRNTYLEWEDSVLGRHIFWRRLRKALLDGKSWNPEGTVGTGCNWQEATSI
Target sequence (Q99836 whole entry, looked up): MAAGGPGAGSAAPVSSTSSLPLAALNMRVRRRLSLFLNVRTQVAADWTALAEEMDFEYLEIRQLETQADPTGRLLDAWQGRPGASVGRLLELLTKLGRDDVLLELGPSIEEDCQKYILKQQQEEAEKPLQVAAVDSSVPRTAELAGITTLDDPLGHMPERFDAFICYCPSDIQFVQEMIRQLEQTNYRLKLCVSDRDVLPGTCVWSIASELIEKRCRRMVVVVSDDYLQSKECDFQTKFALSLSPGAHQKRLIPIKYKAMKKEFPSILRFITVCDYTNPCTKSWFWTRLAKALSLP
PMI act satM6P: human PMI activators, high substrate, primary screen, biochemical, fluorescence intensity, near-saturating mannose 6-phosphate | Mannose-6-phosphate isomerase (Homo sapiens), P34949 | activation factor at 20 µM | AID 1216, 2008 | 190,000 compounds, 0.34% hits | coupled PMI enzyme assay, resazurin fluorescence, 20 min; hits give high values; 1 = untreated enzyme, 0 = substrate-free blank;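 active = activation factor of 2 or more at 20 µM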
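Test system: human phosphomannose isomerase with PGI, G6PDH, diaphorase coupling enzymes / Doses: 20 µM compound, 1% DMSO / Times: enzyme reaction with compound 20 min at room temperature / Measured by: Diaphorase-driven resazurin-to-resorufin fluorescence, excitation 544, emission 590 nm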
Lmaj promast: Leishmania major promastigote growth inhibition, primary screen | Leishmania major promastigotes, resazurin fluorescence viability | inhibition, % at 10 µM | 200,000 compounds, 9% hits | AID 1063, 2008;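 note: promastigotes grown with compound for 44 hours at 28 °C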
An asterisk follows results filed as active. Cut-off read from the data, not from the text of the source, unless noted: active = inhibition above about 50%; inactive = the rest. Outcome played no part in choosing rows. Share with any hit: about 12%.

`Oc1ccc(NC(=S)N=Nc2c(O)[nH]c3ccccc23)cc1` gave Diaph act CS 1, Redox H2O2 prof 0.7, S1P3 antagonist 3, RAM network inh 1.1, PMI act 1, Hsp70 activator 0.8, G6PDH counter 3, Diaph inh CS 5, TLR4-MyD88 BLA -16, PMI act satM6P 1.1 and Lmaj promast 2.
Screening COc1ccc(CNC(=O)c2coc(=O)c3ccccc23)cc1 returned Diaph act CS 1.1, Redox H2O2 prof -1.1, S1P3 antagonist -18, RAM network inh 1.1, PMI act 1.2, Hsp70 activator -0.2, G6PDH counter -3, Diaph inh CS -7, TLR4-MyD88 BLA -10, PMI act satM6P 1.1 and Lmaj promast 3.
Screening CC(CCc1ccccc1)NC(=O)COc1ccc(S(=O)(=O)N2CCOCC2)cc1[N+](=O)[O-] (stereo unspecified) returned Diaph act CS 0.9, Redox H2O2 prof -0.1, S1P3 antagonist -5, RAM network inh 0.0, PMI act 0.9, Hsp70 activator -0.5, G6PDH counter 18, Diaph inh CS 15, TLR4-MyD88 BLA -6, PMI act satM6P 0.9 and Lmaj promast -3.
O=C(NCc1ccccc1)C1CCCN(S(=O)(=O)c2cccnc2)C1 (stereo unspecified) was read as Diaph act CS 0.9, Redox H2O2 prof 1.0, S1P3 antagonist -21, RAM network inh -0.4, PMI act 0.8, Hsp70 activator 0.0, G6PDH counter 15, Diaph inh CS 13, TLR4-MyD88 BLA -5, PMI act satM6P 0.9 and Lmaj promast -3.
CCOC(=O)N/N=C/c1c(C)c(C(=O)c2ccc(F)cc2)n2ccccc12 was read as Diaph act CS 1, Redox H2O2 prof -0.5, S1P3 antagonist 19, RAM network inh 2.7, PMI act 1, Hsp70 activator -0.4, G6PDH counter 6, Diaph inh CS 3, TLR4-MyD88 BLA 15, PMI act satM6P 0.9 and Lmaj promast 8.
`COc1ccc(N2C(=O)CS/C2=C\[N+](=O)[O-])cc1` gave Diaph act CS 0.9, Redox H2O2 prof -3.9, RAM network inh 1.3, PMI act 1, Hsp70 activator 0.0, G6PDH counter 4, Diaph inh CS 8, TLR4-MyD88 BLA -1, PMI act satM6P 0.9 and Lmaj promast 17.
CS(=O)(=O)N1CCN(c2ncnc3c2cnn3-c2ccccc2)CC1 was read as Diaph act CS 0.9, Redox H2O2 prof -0.2, S1P3 antagonist -1, RAM network inh 0.6, PMI act 1.1, Hsp70 activator 0.3, G6PDH counter 8, Diaph inh CS 10, TLR4-MyD88 BLA -11, PMI act satM6P 1.1 and Lmaj promast -7.
Screening COc1cc(/C=C2/NC(=O)NC2=O)cc(Br)c1OCc1cccc(C(=O)O)c1 returned Diaph act CS 1.2, Redox H2O2 prof 0.2, S1P3 antagonist -7, RAM network inh 1.4, PMI act 1.1, Hsp70 activator 0.0, G6PDH counter -4, Diaph inh CS -17, TLR4-MyD88 BLA 2, PMI act satM6P 1.1 and Lmaj promast -6.
CCCc1nc(NCc2ccncc2)c2nnn(Cc3ccccc3F)c2n1 was read as Diaph act CS 0.9, Redox H2O2 prof 0.5, S1P3 antagonist 15, RAM network inh 2.0, PMI act 1, Hsp70 activator -0.1, G6PDH counter -8, Diaph inh CS 11, TLR4-MyD88 BLA -7, PMI act satM6P 1 and Lmaj promast 57*.
Screening CC(C)CCn1cnc2c(NCc3ccccc3)ncnc21 returned Diaph act CS 0.9, Redox H2O2 prof 0.1, RAM network inh 1.1, PMI act 1, Hsp70 activator 0.0, G6PDH counter 12, Diaph inh CS 8, TLR4-MyD88 BLA 10, PMI act satM6P 1.1 and Lmaj promast -4.
Screening O=C(CN1CCC(n2nnc3cc(F)ccc32)CC1)NC1CC1 returned Diaph act CS 0.9, Redox H2O2 prof -2.4, S1P3 antagonist 9, RAM network inh -0.6, PMI act 1, Hsp70 activator -0.3, G6PDH counter 9, Diaph inh CS 11, TLR4-MyD88 BLA 10, PMI act satM6P 1 and Lmaj promast -5.
`C/C(=N/NC(=O)c1cccc(C)c1)c1c(O)cc(C)oc1=O` gave Diaph act CS 0.9, Redox H2O2 prof 2.8, RAM network inh -1.8, PMI act 1.3, Hsp70 activator -0.2, G6PDH counter 4, Diaph inh CS 13, TLR4-MyD88 BLA -1, PMI act satM6P 1.4 and Lmaj promast 0.
`Cc1nn(C)cc1CNC(=O)c1ccc(Br)o1` gave Diaph act CS 1, Redox H2O2 prof 1.0, RAM network inh 2.5, PMI act 1, Hsp70 activator -0.5, G6PDH counter -1, Diaph inh CS 5, TLR4-MyD88 BLA 15, PMI act satM6P 1 and Lmaj promast -6.
Screening COc1cc(SC)ccc1C(=O)OCC(=O)NC1CC1 returned Diaph act CS 1, Redox H2O2 prof -1.1, S1P3 antagonist -34, RAM network inh -0.1, PMI act 1.1, Hsp70 activator 0.1, G6PDH counter 2, Diaph inh CS 2, TLR4-MyD88 BLA 3, PMI act satM6P 1.1 and Lmaj promast 2.
`C#CCSc1nc2[nH]ncc2c(=O)[nH]1` gave Diaph act CS 1, Redox H2O2 prof -0.3, S1P3 antagonist -13, RAM network inh 1.2, PMI act 1, Hsp70 activator -0.2, G6PDH counter 0, Diaph inh CS 1, TLR4-MyD88 BLA -23, PMI act satM6P 0.9 and Lmaj promast 53*.
Screening Cc1cc(N2CCN(C3CCCCC3)CC2)n2nc(C)nc2n1 returned Diaph act CS 1, Redox H2O2 prof 0.1, S1P3 antagonist -24, RAM network inh -0.8, PMI act 1, Hsp70 activator 0.7, G6PDH counter 10, Diaph inh CS 1, TLR4-MyD88 BLA 13, PMI act satM6P 1 and Lmaj promast 1.
For CCC(C(=O)NC1CCCC1)N(C(=O)Cn1nnc(-c2ccc(C)cc2)n1)C1CCCC1 (stereo unspecified) the results were Redox H2O2 prof -1.0, RAM network inh 0.5, Hsp70 activator -0.1, TLR4-MyD88 BLA -6 and Lmaj promast 26.
For Cc1cc(S(=O)(=O)n2cnc3ccccc32)c(C)cc1Cl the results were Diaph act CS 1, Redox H2O2 prof 0.7, S1P3 antagonist 1, RAM network inh 0.7, PMI act 1.2, Hsp70 activator -0.1, G6PDH counter -2, Diaph inh CS 3, TLR4-MyD88 BLA -7, PMI act satM6P 1.2 and Lmaj promast -6.
Screening COCC(C)NC(=O)COc1ccc(Cl)cc1Cl (stereo unspecified) returned Diaph act CS 0.9, Redox H2O2 prof 2.8, S1P3 antagonist -42, RAM network inh 0.0, PMI act 0.9, Hsp70 activator 0.0, G6PDH counter 0, Diaph inh CS 10, TLR4-MyD88 BLA 1, PMI act satM6P 1 and Lmaj promast -3.
`Cc1c(C(=O)Nc2ccccc2-c2ccccc2)cccc1[N+](=O)[O-]` gave Diaph act CS 0.8, Redox H2O2 prof 2.1, RAM network inh 1.4, PMI act 0.9, Hsp70 activator -0.1, G6PDH counter 9, Diaph inh CS 20, TLR4-MyD88 BLA -2, PMI act satM6P 1 and Lmaj promast 0.
`Cc1ccc(CSc2nc3c(c(=O)[nH]2)C(c2ccncc2)C2=C(CCCC2=O)N3)cc1` (stereo unspecified) gave Diaph act CS 0.9, Redox H2O2 prof 0.7, S1P3 antagonist -33, RAM network inh 0.3, PMI act 0.9, Hsp70 activator 0.0, G6PDH counter -44, Diaph inh CS 11, TLR4-MyD88 BLA -2, PMI act satM6P 1 and Lmaj promast 0.
For CCCCNc1nnc(SCC(=O)N2CCN(S(=O)(=O)c3ccc4ccccc4c3)CC2)s1 the results were Diaph act CS 0.8, Redox H2O2 prof 0.1, RAM network inh 2.8, PMI act 0.9, Hsp70 activator -0.3, G6PDH counter 2, Diaph inh CS 17, TLR4-MyD88 BLA 8, PMI act satM6P 0.9 and Lmaj promast 10.
`O=C(CN1C(=O)CCC1=O)Nc1nc(-c2ccc(Oc3ccccc3)cc2)cs1` gave Diaph act CS 0.9, Redox H2O2 prof 0.4, S1P3 antagonist -8, RAM network inh 4.5, PMI act 0.8, Hsp70 activator -0.2, G6PDH counter 12, Diaph inh CS 12, TLR4-MyD88 BLA -3, PMI act satM6P 0.9 and Lmaj promast -2.
`CC(=O)c1nn(-c2cccc(Cl)c2)cc1C(=O)c1ccco1` gave Diaph act CS 0.9, Redox H2O2 prof -0.8, S1P3 antagonist -8, RAM network inh 2.8, PMI act 0.9, Hsp70 activator -0.2, G6PDH counter 4, Diaph inh CS 8, TLR4-MyD88 BLA 3, PMI act satM6P 1 and Lmaj promast -4.
Screening COc1ccc(Cn2ccnc2)cc1[N+](=O)[O-] returned Diaph act CS 0.9, Redox H2O2 prof -0.2, S1P3 antagonist 2, RAM network inh 1.9, PMI act 1, Hsp70 activator -0.4, G6PDH counter -1, Diaph inh CS 9, TLR4-MyD88 BLA -3, PMI act satM6P 1 and Lmaj promast -1.
For Cc1cccc(N2C(=N)SCC2=O)c1C the results were Diaph act CS 1, Redox H2O2 prof 0.4, S1P3 antagonist 4, RAM network inh 1.9, PMI act 0.9, Hsp70 activator -0.6, G6PDH counter -9, Diaph inh CS 4, TLR4-MyD88 BLA -9, PMI act satM6P 1 and Lmaj promast 54*.
For CCC(=O)NC1(Cc2ccc(O)cc2)CCCCC1 the results were Diaph act CS 0.9, Redox H2O2 prof -0.1, S1P3 antagonist -2, RAM network inh -0.5, PMI act 1, Hsp70 activator 0.0, G6PDH counter -1, Diaph inh CS 5, TLR4-MyD88 BLA -12, PMI act satM6P 1 and Lmaj promast -2.
